High-throughput results: PubChem, Broad Institute
C diff HTS: inhibitors of Clostridium difficile growth | Clostridium difficile clinical isolate growth, OD600, 24 h; active compounds read low | 0.25% of 86,000 active | growth activity, negative = inhibition, % at 16 µg/mL (by protocol);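 active means mean growth activity at or below -80% and every replicate also at or below -80%; inconclusive means mean at or below -80% but some replicate above -80%; inactive means mean growth activity above -80%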;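 further: 0% = DMSO wells and -100% = levofloxacin 16 µg/mL wells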
KDM4C inh: blocks human GASC-1 (KDM4C) demethylase activity. Q9H3R0. GST-KDM4C 2-372, H3K9me3 peptide, LANCE TR-FRET. 0.15% of 96,000 active. inhibition, % at 12.5 µM;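 active means mean replicate inhibition above about 25%, with at least 55% of replicates also reaching it, limit read from the data, passing the limit was not always enough; inconclusive means only one of those two conditions met; inactive means neither condition met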
Target sequence (Q9H3R0 2-372 limits assumed): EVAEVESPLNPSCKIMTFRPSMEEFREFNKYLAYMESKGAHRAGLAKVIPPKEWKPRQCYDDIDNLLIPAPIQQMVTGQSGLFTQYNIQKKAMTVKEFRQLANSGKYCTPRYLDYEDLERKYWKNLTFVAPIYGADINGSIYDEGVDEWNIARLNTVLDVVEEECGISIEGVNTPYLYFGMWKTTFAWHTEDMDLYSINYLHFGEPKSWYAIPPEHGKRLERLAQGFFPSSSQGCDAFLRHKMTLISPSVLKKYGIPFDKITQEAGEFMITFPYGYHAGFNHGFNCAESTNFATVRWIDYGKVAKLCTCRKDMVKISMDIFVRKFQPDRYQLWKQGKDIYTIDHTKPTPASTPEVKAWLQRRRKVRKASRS
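reagent = H3K9me3 peptide substrate, Fe(II), 2-oxoglutarate | system = GST-tagged GASC-1 (JMJD2C) catalytic fragment, aa 2-372 | amount = enzyme final amount 10 nM | read-out = Fall in 671/618 emission ratio as inhibition | medium = HEPES buffer, pH 7.5, plus ascorbate | schedule = 30 min reaction, 60 min detection, RT | measured by = LANCE TR-FRET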
Pf Dd2 inh: inhibitors of Plasmodium falciparum Dd2 growth; P. falciparum Dd2 growth, SYBR Green, 72 h; active compounds read low; activity change, % at 10 µM; 2.3% of 94,000 active; AID 1159554; in the data active means activity change below about -80%; inconclusive means no clear call, values can overlap the other calls
T cruzi growth: T. cruzi proliferation inhibition | 5.9% of 77,000 active | T. cruzi beta-gal in NIH3T3, GalScreen luminescence, 90 h | inhibition, % at 8.34 µM;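 active means mean inhibition above about 93%, with at least 55% of replicates each passing it, limit read from the data, passing the limit was not always enough; inconclusive means only one of those two conditions holds; inactive means neither condition holds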
* marks the source's active call; other numbers are inactive results; & = joins results of further samples. An unsorted share of the library; 7% or so of the library scored in one or more.

Results for C[C@H]1CN([C@@H](C)CO)S(=O)(=O)c2ccc(Br)cc2O[C@H]1CN(C)C(=O)C1CCC1 ?
C diff HTS: 2; KDM4C inh: -1.3; Pf Dd2 inh: -6&11; T cruzi growth: 19&-17

How did CS(=O)(=O)N[C@H]1C[C@@H]2O[C@H](CO)CC[C@@H]2O[C@@H]1CCc1ccc(-c2ccccc2F)cc1 do in these assays?
C diff HTS: -2; Pf Dd2 inh: 7

What do the screens show for `C[C@H](CO)N1C[C@H](C)[C@H](CN(C)Cc2ccc(C(=O)O)cc2)OCCCC[C@H](C)Oc2ccc(NS(=O)(=O)c3cccs3)cc2C1=O`?
C diff HTS: 10; KDM4C inh: 0.8; Pf Dd2 inh: 35; T cruzi growth: -111

What do the screens show for `C[C@H]1CN([C@@H](C)CO)C(=O)Cc2cc(NC(=O)Nc3cccc4ccccc34)ccc2O[C@@H]1CN(C)Cc1ccc(-c2ccccc2)cc1`?
C diff HTS: 10; KDM4C inh: 1.2; Pf Dd2 inh: -34; T cruzi growth: 102*

What do the screens show for `O=C(C[C@@H]1CC[C@@H]2[C@H](COC[C@H](O)CN2Cc2cccc(C(F)(F)F)c2)O1)NCCc1ccccc1`?
KDM4C inh: 0.3; Pf Dd2 inh: -11; T cruzi growth: 34

How did COc1cccc(S(=O)(=O)N[C@H]2CC[C@H](CCNC(=O)Nc3cc(F)ccc3F)O[C@@H]2CO)c1 do in these assays?
C diff HTS: -6; KDM4C inh: 0.4; Pf Dd2 inh: -13; T cruzi growth: -36

How did COc1ccc2c3c([nH]c2c1)[C@@H](CO)N(C(=O)C1CCOCC1)CC31CCN(Cc2cccc(F)c2)CC1 do in these assays?
C diff HTS: -4; Pf Dd2 inh: -47

What do the screens show for `CO[C@@H](CN(C)S(=O)(=O)c1cccc(Cl)c1)[C@@H](C)CN([C@@H](C)CO)S(=O)(=O)c1cccc(Cl)c1`?
KDM4C inh: 2.3; Pf Dd2 inh: -35; T cruzi growth: 79

How did CN(C)C(=O)c1ccc(-c2ccccc2[C@H]2[C@@H](C#N)N(C(=O)C3CC3)[C@H]2CO)cc1 do in these assays?
C diff HTS: -3; KDM4C inh: 0.1; Pf Dd2 inh: 21

Results for C[C@H]1CN([C@@H](C)CO)C(=O)c2cc(N(C)C)ccc2O[C@@H]1CN(C)Cc1ccc(C(=O)O)cc1 ?
C diff HTS: 3; KDM4C inh: 5.9; Pf Dd2 inh: 13; T cruzi growth: -13

Results for CCCNC(=O)Nc1ccc2c(c1)OC[C@@H](C)N(CC1CCCC1)C[C@@H](C)[C@H](OC)CN(C)C2=O ?
C diff HTS: -5; KDM4C inh: 4.5; Pf Dd2 inh: -77; T cruzi growth: 32

What do the screens show for `C[C@H]1CN([C@@H](C)CO)C(=O)c2cccc(NS(=O)(=O)c3ccc(Cl)cc3)c2O[C@H]1CN(C)S(=O)(=O)c1ccccc1`?
C diff HTS: 3; KDM4C inh: -1.8; Pf Dd2 inh: -20; T cruzi growth: 43

How did CN1CCN(C(=O)C[C@@H]2C[C@@H]3c4cc(NC(=O)Nc5ccccc5)ccc4O[C@@H]3[C@@H](CO)O2)CC1 do in these assays?
C diff HTS: 0; KDM4C inh: 1.6; Pf Dd2 inh: -29; T cruzi growth: 10

Results for C[C@@H]1CN([C@@H](C)CO)C(=O)c2cccc(NC(=O)c3cnccn3)c2O[C@H]1CN(C)Cc1ccncc1 ?
C diff HTS: 1; KDM4C inh: -0.6; Pf Dd2 inh: 13; T cruzi growth: 30

How did CCC(=O)Nc1ccc2c(c1)C(=O)N(C)C[C@@H](OC)[C@H](C)CN(C(=O)CC)[C@@H](C)CO2 do in these assays?
KDM4C inh: 0.6; Pf Dd2 inh: -9; T cruzi growth: 28

What do the screens show for `C[C@@H]1CN([C@@H](C)CO)C(=O)c2cccc(NS(=O)(=O)c3ccc(F)cc3)c2O[C@H]1CN(C)Cc1ccc(Oc2ccccc2)cc1`?
KDM4C inh: 0.9; Pf Dd2 inh: inconclusive; T cruzi growth: 75

Results for COc1ccc(S(=O)(=O)Nc2ccc3c(c2)C(=O)N([C@H](C)CO)C[C@H](C)[C@@H](CN(C)Cc2ccc(C(F)(F)F)cc2)OCCCC[C@H](C)O3)cc1 ?
C diff HTS: 8; KDM4C inh: -4.5; Pf Dd2 inh: -31; T cruzi growth: 76

What do the screens show for `C[C@@H]1CCCCO[C@@H](CN(C)C)[C@H](C)CN([C@@H](C)CO)C(=O)c2cc(NC(=O)Nc3ccccc3)ccc2O1`?
C diff HTS: 2; KDM4C inh: 0.5; Pf Dd2 inh: -4; T cruzi growth: 18

How did COCCNC(=O)C[C@@H]1CC[C@H]2[C@@H](COC[C@@H](O)CN2Cc2cccc(-c3ccncc3)c2)O1 do in these assays?
C diff HTS: -1&-8; KDM4C inh: -0.4; Pf Dd2 inh: 10; T cruzi growth: 82

How did C/C=C/c1ccc([C@H]2[C@@H](C#N)N(C(=O)c3cccnc3)[C@H]2CO)cc1 do in these assays?
C diff HTS: -16; KDM4C inh: -1.0; Pf Dd2 inh: -9; T cruzi growth: 59

Results for O=C(c1cccnc1)N1C[C@@H]2[C@H](c3ccccc31)[C@H](CO)N2Cc1ccc2c(c1)OCO2 ?
C diff HTS: -6; KDM4C inh: 2.8; Pf Dd2 inh: 9; T cruzi growth: 20

Results for C[C@H](CO)N1C[C@H](C)[C@H](CN(C)Cc2ccc(C(F)(F)F)cc2)Oc2ccc(NS(=O)(=O)c3cccs3)cc2CC1=O ?
C diff HTS: 2; KDM4C inh: 0.4; Pf Dd2 inh: -7; T cruzi growth: 69

What do the screens show for `COc1ccc(C#Cc2cnc3c(c2)C(=O)N([C@@H](C)CO)C[C@@H](C)[C@H](CN(C)C(=O)Nc2cccc(OC)c2)O3)cc1`?
C diff HTS: -9; KDM4C inh: -4.0; Pf Dd2 inh: -1; T cruzi growth: inconclusive

What do the screens show for `O=C1N[C@@H](Cc2ccccc2)COCn2nncc2CC[C@@H]1Cc1ccccc1`?
C diff HTS: -10; KDM4C inh: -2.3

What do the screens show for `O=C(NCC1CC1)[C@@H]1[C@@H](CO)[C@@H]2Cn3c(ccc(/C=C/c4ccccc4)c3=O)[C@H]1N2C(=O)C1CC1`?
C diff HTS: 1; KDM4C inh: -0.8; Pf Dd2 inh: 14; T cruzi growth: 40

What do the screens show for `C[C@@H]1CN([C@H](C)CO)C(=O)c2cc(NC(=O)Cc3ccccc3)ccc2O[C@@H](C)CCCCO[C@H]1CN(C)Cc1ccc(C(=O)O)cc1`?
C diff HTS: -4; KDM4C inh: 1.2; Pf Dd2 inh: 42; T cruzi growth: 25

What do the screens show for `Cc1noc(C)c1S(=O)(=O)Nc1ccc2c(c1)C(=O)N([C@H](C)CO)C[C@H](C)[C@@H](CN(C)Cc1ccc(C(=O)O)cc1)OCCCC[C@@H](C)O2`?
C diff HTS: -4; KDM4C inh: -1.2; Pf Dd2 inh: 28; T cruzi growth: 21

Results for O=C(C[C@@H]1C=C[C@@H](NC(=O)C2CCOCC2)[C@@H](CO)O1)Nc1nccs1 ?
C diff HTS: 0; KDM4C inh: -1.4; Pf Dd2 inh: 24

How did C[C@H](CO)N1C[C@H](C)[C@H](CN(C)Cc2ccccn2)Oc2ncc(C3=CCCCC3)cc2C1=O do in these assays?
C diff HTS: 2; KDM4C inh: -0.4; Pf Dd2 inh: 3

What do the screens show for `CO[C@H]1CN(C)C(=O)c2cc(NS(=O)(=O)c3ccccc3C)ccc2OC[C@H](C)N(C)C[C@H]1C`?
KDM4C inh: -0.3; Pf Dd2 inh: -79; T cruzi growth: -20

Results for C[C@@H]1CN([C@@H](C)CO)C(=O)c2cccc(NC(=O)Nc3ccccc3)c2O[C@H]1CN(C)Cc1ccc(-c2ccccc2)cc1 ?
C diff HTS: -3; KDM4C inh: -0.3; Pf Dd2 inh: -65; T cruzi growth: 47

How did CCCC(=O)Nc1ccc2c(c1)C(=O)N(C)C[C@H](OC)[C@@H](C)CN(C(=O)CN(C)C)[C@@H](C)CO2 do in these assays?
KDM4C inh: 1.1; Pf Dd2 inh: 14; T cruzi growth: -28

How did C[C@H]1CN([C@@H](C)CO)C(=O)c2cc(-c3ccncc3)cnc2O[C@H]1CN(C)C(=O)C1CC1 do in these assays?
C diff HTS: 2; KDM4C inh: 2.5; Pf Dd2 inh: 13; T cruzi growth: 11

What do the screens show for `C[C@@H]1CCCCO[C@@H](CN(C)C(=O)CCC(F)(F)F)[C@@H](C)CN([C@H](C)CO)C(=O)c2cc(NC(=O)NC3CCCCC3)ccc2O1`?
C diff HTS: -2; KDM4C inh: 0.5; Pf Dd2 inh: -28; T cruzi growth: 21

What do the screens show for `CCCNC(=O)C[C@@H]1CC[C@@H]2[C@@H](COc3ccc(NS(=O)(=O)c4ccccc4C)cc3C(=O)N2C)O1`?
C diff HTS: 22; KDM4C inh: -2.4; Pf Dd2 inh: -31; T cruzi growth: -6

Results for COc1cccc(S(=O)(=O)N(C)C[C@@H]2OCc3cn(nn3)CCCC(=O)N([C@H](C)CO)C[C@@H]2C)c1 ?
C diff HTS: 0; KDM4C inh: -1.4; Pf Dd2 inh: -8; T cruzi growth: 9

Results for C[C@@H]1CN([C@@H](C)CO)S(=O)(=O)c2ccc(Br)cc2O[C@@H]1CN(C)C(=O)c1cnccn1 ?
C diff HTS: 0; KDM4C inh: 1.5; Pf Dd2 inh: 28; T cruzi growth: 21

How did c1ncc(-c2ccc(C3[C@@H]4CN(Cc5cocn5)C[C@H]3N4)cc2)cn1 (stereo partly specified) do in these assays?
C diff HTS: 5; KDM4C inh: 0.4; Pf Dd2 inh: -10

Results for C[C@H](CO)N1C[C@H](C)[C@@H](CN(C)S(=O)(=O)c2ccc(Cl)cc2)Oc2c(NC(=O)c3cnccn3)cccc2C1=O ?
C diff HTS: -3; KDM4C inh: 0.3; Pf Dd2 inh: 13; T cruzi growth: -108

Results for O=C(NC1CCCC1)[C@@H]1[C@@H](CO)[C@@H]2Cn3c(ccc(C4=CCCC4)c3=O)[C@H]1N2CC1CC1 ?
C diff HTS: -1; KDM4C inh: 0.8; Pf Dd2 inh: 1; T cruzi growth: 22

How did C[C@@H]1CN([C@H](C)CO)C(=O)c2cc(-c3ccccc3F)cnc2O[C@@H]1CN(C)C(=O)NC1CCCC1 do in these assays?
C diff HTS: -6; KDM4C inh: 2.4; Pf Dd2 inh: 9; T cruzi growth: 23

How did CN(C)C(=O)c1ccc(-c2ccc([C@@H]3[C@@H](CO)N4CCCCN(CCC(F)(F)F)C[C@H]34)cc2)cc1 do in these assays?
C diff HTS: 6; KDM4C inh: -0.3; Pf Dd2 inh: -14; T cruzi growth: 36

What do the screens show for `C[C@@H]1CN([C@H](C)CO)C(=O)CCCn2cc(nn2)CO[C@H]1CN(C)C(=O)Nc1ccccc1C(F)(F)F`?
C diff HTS: -4; KDM4C inh: -0.1; Pf Dd2 inh: -12&13; T cruzi growth: 28&6

What do the screens show for `COc1ccc(S(=O)(=O)Nc2ccc3c(c2)CC(=O)N([C@H](C)CO)C[C@@H](C)[C@H](CN(C)Cc2ccncc2)O3)cc1`?
C diff HTS: 1; KDM4C inh: 0.3; Pf Dd2 inh: -19

Results for C[C@@H]1CCCCO[C@@H](CN(C)Cc2ccc(C(F)(F)F)cc2)[C@H](C)CN([C@@H](C)CO)C(=O)c2cc(NS(=O)(=O)c3ccc(Cl)cc3)ccc2O1 ?
C diff HTS: 20; KDM4C inh: 0.6; Pf Dd2 inh: -28; T cruzi growth: 93

What do the screens show for `Cc1ccc(S(=O)(=O)Nc2cccc3c2O[C@H](CN(C)Cc2ccc4c(c2)OCO4)[C@@H](C)CN([C@H](C)CO)C3=O)cc1`?
C diff HTS: -4; KDM4C inh: 1.1; Pf Dd2 inh: -15; T cruzi growth: 12

Five structures already listed, sorted by formula weight, lowest first:
Results for O=C(NC1CCCC1)[C@@H]1[C@@H](CO)[C@@H]2Cn3c(ccc(C4=CCCC4)c3=O)[C@H]1N2CC1CC1 ?
C diff HTS: -1; KDM4C inh: 0.8; Pf Dd2 inh: 1; T cruzi growth: 22

How did CN(C)C(=O)c1ccc(-c2ccc([C@@H]3[C@@H](CO)N4CCCCN(CCC(F)(F)F)C[C@H]34)cc2)cc1 do in these assays?
C diff HTS: 6; KDM4C inh: -0.3; Pf Dd2 inh: -14; T cruzi growth: 36

How did C[C@@H]1CN([C@H](C)CO)C(=O)c2cc(-c3ccccc3F)cnc2O[C@@H]1CN(C)C(=O)NC1CCCC1 do in these assays?
C diff HTS: -6; KDM4C inh: 2.4; Pf Dd2 inh: 9; T cruzi growth: 23

What do the screens show for `C[C@@H]1CN([C@H](C)CO)C(=O)CCCn2cc(nn2)CO[C@H]1CN(C)C(=O)Nc1ccccc1C(F)(F)F`?
C diff HTS: -4; KDM4C inh: -0.1; Pf Dd2 inh: -12&13; T cruzi growth: 28&6

Results for C[C@@H]1CCCCO[C@@H](CN(C)Cc2ccc(C(F)(F)F)cc2)[C@H](C)CN([C@@H](C)CO)C(=O)c2cc(NS(=O)(=O)c3ccc(Cl)cc3)ccc2O1 ?
C diff HTS: 20; KDM4C inh: 0.6; Pf Dd2 inh: -28; T cruzi growth: 93
